High-throughput results: PubChem, National Center for Advancing Translational Sciences (NCATS)
TDP1 cell CPT = growth inhibition of DT40 Tdp1-/-;hTDP1 cells with camptothecin (screen for TDP1 inhibitors). chicken DT40 Tdp1-/-;hTDP1 cells + 20 nM CPT, ATP luminescence, 48 h. Potency, µM (highest dose often 46.2 µM), inactives show at the highest dose activity change, negative = growth inhibition, usual class: inhibitors. AID 686979. actives 12% (n = 420,000); also: nearly all actives have a fitted effect of over 55% in size
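Chicken DT40 Tdp1-/- cells complemented with human TDP1, 400 cells/well, exposed to compounds plus 20 nM camptothecin for at least 48 h at 37 C; viability read as ATP content by CellTiter-Glo luminescence.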
GCN5L2 inh = inhibitors of human GCN5L2 histone acetyltransferase; Q92830; GCN5L2 HAT assay, ThioGlo1 CoA-SH fluorescence; Potency, µM (doses to about 58.9 µM), without a hit: at the highest dose activity change, negative = inhibition, usual class: inhibitors; actives 0.21% (n = 390,000); AID 504327
Target sequence (Q92830 whole entry, looked up): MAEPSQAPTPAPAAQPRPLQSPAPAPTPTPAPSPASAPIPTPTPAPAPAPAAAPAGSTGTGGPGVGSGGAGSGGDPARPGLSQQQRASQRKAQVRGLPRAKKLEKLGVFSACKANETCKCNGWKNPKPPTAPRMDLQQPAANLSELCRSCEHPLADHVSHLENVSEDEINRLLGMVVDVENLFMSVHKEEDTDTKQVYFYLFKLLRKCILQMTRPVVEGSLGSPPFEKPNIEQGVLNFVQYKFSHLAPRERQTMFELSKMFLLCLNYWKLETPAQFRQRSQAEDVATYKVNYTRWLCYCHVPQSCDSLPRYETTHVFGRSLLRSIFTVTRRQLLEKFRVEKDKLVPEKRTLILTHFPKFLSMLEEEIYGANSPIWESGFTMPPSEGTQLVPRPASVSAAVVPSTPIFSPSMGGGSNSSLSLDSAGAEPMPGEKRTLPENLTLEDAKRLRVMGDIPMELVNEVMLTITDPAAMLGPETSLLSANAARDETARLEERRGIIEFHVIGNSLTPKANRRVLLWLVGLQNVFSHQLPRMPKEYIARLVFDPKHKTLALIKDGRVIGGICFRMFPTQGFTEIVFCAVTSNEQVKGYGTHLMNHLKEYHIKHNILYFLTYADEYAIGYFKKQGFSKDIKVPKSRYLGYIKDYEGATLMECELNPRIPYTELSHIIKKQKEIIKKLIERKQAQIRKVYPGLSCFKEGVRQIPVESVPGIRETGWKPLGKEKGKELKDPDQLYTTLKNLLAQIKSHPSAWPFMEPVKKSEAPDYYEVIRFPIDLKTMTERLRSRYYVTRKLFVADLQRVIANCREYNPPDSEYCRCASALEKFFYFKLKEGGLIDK
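Free CoA generated was detected with ThioGlo1 (50uM) fluorescence at Ex340nm/Em540nm, read immediately and after 20 min at room temperature. Enzyme, 20 nM in HEPES pH 7.5 buffer, saw compounds 15 min before adding 75uM H3(1-25) peptide and 70uM acetyl-CoA.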
TDP1 cell noCPT = qHTS for Inhibitors of human tyrosyl-DNA phosphodiesterase 1 (TDP1): qHTS in cells in absence of CPT; DT40 Tdp1-/- hTDP1 cells, no CPT, ATP luminescence, 48 h; Potency, µM (series often up to 46.2 µM), inactives show at the top dose activity change, negative = growth inhibition, actives largely listed as inhibitors; actives 15% (n = 420,000); also: nearly all actives have a fitted effect of over 55% in size
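No-CPT arm: Tdp1-/-;hTDP1 DT40 cells (400/well) plus compounds, incubated ≥48 hr at 37 °C. Readout CellTiter-Glo luminescence.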
Active calls of the source: *; ? = inconclusive; nt = not tested or not shown; & = joins results of further samples; [ ] = dose if it differs, or a comment. Calls follow the shape of the dose curve; as a rule, active = well fitted curve in the direction sought with a large enough effect; inconclusive = small, poorly fitted or top-dose-only effect, or another doubt; inactive = no such curve, though single readings can be large; an effect the other way counts as inactive or inconclusive. % is scaled to controls: 0 for no effect and ±100 for the full control effect; potency is read from the fitted curve at half-maximal effect.

SMILES | TDP1 cell CPT | GCN5L2 inh | TDP1 cell noCPT
CCOc1ccc(Cl)cc1S(=O)(=O)N1CCC(C(=O)NCc2ccco2)CC1 | -23% | 0% | -16%
C[C@H]1CN([C@@H](C)CO)C(=O)CCCn2cc(nn2)CO[C@@H]1CN(C)C(=O)c1ccc(N2CCN(C)CC2)cc1 | -3% | nt | 17%
Cc1cc(N/N=C/c2ccc(O)cc2)nc(NS(=O)(=O)c2ccccc2)n1 | 10% | -11% | ?
Cc1ccccc1Cn1ccc(NC(=O)c2cnn3cccnc23)n1 | ? | -1% | ?
CN(C)CCCNC(=S)/N=c1\sccn1Cc1ccccc1Cl | -14% | 0% | -6%
Cc1ccc(C)c(Nc2nnc(-n3nc(C)cc3C)c3ccccc23)c1 | ? | -12% | ?
CC(C)C(O)(C#CCN1CCCCCC1)c1ccccc1 (stereo unspecified) | 3% | -6% | ?
COc1ccc(S(=O)(=O)N(CCc2ccccc2)CC(=O)Nc2cccc(OC)c2)cc1 | ? | -7% | 18µM*
O=C(O)CC(C(=O)Nc1ccc(Cl)c(Cl)c1)C1CCCO1 (stereo unspecified) | 1% | -2% | -4%
O=C1NC2(CCN(Cc3ccccc3)CC2)Oc2ccccc21 | -7% | -7% | -20%
O=C1CCN(CCc2ccccc2)CCN1[C@H](CO)Cc1ccccc1 | -21%&-15% | -1% | -26%&-14%
COc1ccc(-c2cc(-c3ccccc3O)[nH]n2)cc1OC | ? | -2% | 18µM*
O=C1c2ccccc2C(c2nnnn2-c2ccc3c(c2)OCCO3)N1CCc1c[nH]c2ccccc12 (stereo unspecified) | 18µM* | nt | 15µM*
CCOC(=O)c1ccc(NC(=O)C(=O)NCc2ccco2)cc1 | -16%&2% | -8%&-2% | -17%&-22%
CC(C)C[C@H]1CNC(=S)N1C[C@H]1CCCN1C[C@H](CC(C)C)N1C[C@H](CC(C)C)N(CCc2ccccc2)C1=S | ? | nt | 26µM*
CC(=O)c1ccc(-n2c(CCC(=O)O)ccc2-c2ccccc2)cc1 | -14% | 2% | -22%
CCOc1ccccc1/C=N/NC(=O)Cc1csc(Nc2cccc(C(F)(F)F)c2)n1 | ? | -8% | -27%
O=C(NCc1ccccc1Cl)c1ccc[nH]1 | -7% | 2% | ?
O=C(NCc1cc(C(F)(F)F)ccc1Cl)c1cccc2c1C(=O)c1ccc(N3CCC(N4CCCCC4)CC3)cc1S2(=O)=O | 5.2µM* | nt | 2.9µM*
CN(CC(=O)NCCc1ccc(S(N)(=O)=O)cc1)CC(=O)Nc1ccccc1C(F)(F)F | 4% | -6% | 1%

4 structures from above, arranged by count of non-hydrogen atoms, lowest first.
SMILES | TDP1 cell CPT | GCN5L2 inh | TDP1 cell noCPT
COc1ccc(-c2cc(-c3ccccc3O)[nH]n2)cc1OC | ? | -2% | 18µM*
Cc1cc(N/N=C/c2ccc(O)cc2)nc(NS(=O)(=O)c2ccccc2)n1 | 10% | -11% | ?
CN(CC(=O)NCCc1ccc(S(N)(=O)=O)cc1)CC(=O)Nc1ccccc1C(F)(F)F | 4% | -6% | 1%
O=C(NCc1cc(C(F)(F)F)ccc1Cl)c1cccc2c1C(=O)c1ccc(N3CCC(N4CCCCC4)CC3)cc1S2(=O)=O | 5.2µM* | nt | 2.9µM*

Next section:
SMILES | TDP1 cell CPT | GCN5L2 inh | TDP1 cell noCPT
CCOC(=O)C1CCN(C(=O)c2ccc(OCC(=O)N3CCOCC3)c(OC)c2)CC1 | 8% | -1% | 0%
CCOc1ccc(NC(=O)CN(C)C(=O)c2cc(-c3cccs3)nn2-c2ccccc2)cc1OCC | ? | 2% | ?
Cc1nnc(SCc2ccc(CC(=O)O)cc2)o1 | -15% | -9% | 0%
CCCCCCCCCCCCN1[C@@H](CC(=O)O)c2cc(F)ccc2S1(=O)=O | ? | nt | 3%
COc1cc(C)c(NC(=O)COc2ccc3c(c2)CCC3)cc1OC | 23µM* | -8% | ?
Cc1ccc(Cc2nnc3n(-c4ccccc4)nc(C(=O)c4ccccc4)n3c2=O)cc1 | ? | 1% | ?
Cc1ccc(Nc2cc(C)c(C#N)c3nc4ccccc4n23)c(C)c1 | 15µM* | -3% | 13µM*
Cc1ccc(C(=O)COC(=O)c2nc(Cl)ccc2Cl)cc1 | 2% | -16% | 1%
CCc1ccc(S(=O)(=O)N/N=C\c2cn(CC(N)=O)c3ccccc23)cc1 | -14% | -25% | -16%
Cc1ccc(C)c(S(=O)(=O)N2CCN(C(=O)Cc3ccc(S(=O)(=O)N4CCOCC4)s3)CC2)c1 | ? | 0% | ?
Clc1cccc(-c2nc3ccc(Br)cn3c2Cc2ccccc2)c1 | ? | nt | ?
CCCCCc1ccc(-c2nnc(N)s2)cc1 | 16% | ? | -4%
Cc1ccccc1NS(=O)(=O)c1ccc(C(=O)N2CC(C)OC(C)C2)cc1 (stereo unspecified) | -5% | -2% | ?
COc1ccc(C2=NN(C(N)=S)C(c3ccccc3)C2)cc1 (stereo unspecified) | ? | -15% | ?
Nc1[nH]c(C(=O)c2ccccc2)c(-c2ccc(Cl)cc2Cl)c1C(=O)c1ccc(Cl)c(Cl)c1 | 18µM* | nt | ?
Cc1ccccc1OCCn1c(=O)sc2ccccc21 | -2% | -10% | -28%
Nc1ccc(N2CCCCC2)c(S(=O)(=O)Nc2ccc(Cl)cc2)c1 | -14% | -2% | -6%
COc1ccccc1N1CCN(C(=O)/C=C/c2ccc3c(c2)OCO3)CC1 | 21µM* | 3% | 21µM*
CC(=O)Nc1c(Br)cc(N2C(=O)CCC2=O)cc1Br | -2% | 1% | -1%
O=C(CCc1ccccc1)OCC(=O)c1ccc(Br)cc1 | -3% | 7% | 16%
O=S(=O)(c1ccc(F)cc1)N1CCC(N2CCCCCC2)CC1 | -28% | -4% | -11%
Cc1ccc(NC(=O)CN2C(=O)NC3(CCc4ccccc43)C2=O)cc1S(=O)(=O)N1CCCCC1 (stereo unspecified) | ? | -3% | ?
CCOCCCNC(=O)CN(c1cc([N+](=O)[O-])ccc1OC)S(C)(=O)=O | 8% | -16% | -10%
O=C(CSc1ccc(-c2ccco2)nn1)NCc1ccccc1Cl | -22% | -3% | ?
COc1ccc(/C=N/N2C(C)CCCC2C)cc1OC (stereo unspecified) | 7% | -10% | -17%
Cc1ccc(C(=O)NCC(c2cccs2)S(=O)(=O)c2ccccc2)cc1C (stereo unspecified) | 15µM* | 2% | 4.1µM*
Cc1cc(Nc2ccc3c(c2)OCCO3)c2cc(Cl)ccc2n1 | ? | -7% | 15µM*
Cc1c(C)n(-c2ccc(Cl)cc2)c2ncnc(N)c12 | ? | -24% | ?
COc1ccc(NC(=O)CCSc2nnc(C)s2)cc1 | -2% | nt | -25%
CNc1ccc2c3c(cccc13)C(=O)N(C)C2=O | ? | -11% | ?
O=C(CSCc1ccccc1)Nc1cccc(F)c1 | 7.3µM* | 31%[activator] | ?
O=C(NCCCN1CCCC1=O)c1cccc(S(=O)(=O)Nc2ccc(F)cc2)c1 | -28% | 3% | 6%
COc1ccc(N(CC(=O)NCc2ccco2)C(=O)CCC(=O)Nc2nccs2)c(OC)c1 | -7% | -5% | -26%
COc1cc2cc(C[C@H](C)O)oc(=O)c2cc1OC | 7% | -13% | -14%
Cc1ccc(F)c(S(=O)(=O)NC(=O)C2(C)CCN2C(=O)Cc2ccc(-c3ccccc3)cc2)c1 (stereo unspecified) | -13% | nt | ?
O=C(c1ccc2c(c1)OCO2)C1CCCN(Cc2ccc3nsnc3c2)C1 (stereo unspecified) | -26% | -10% | -2%
CC(C)OC(=O)/C(C#N)=C/c1ccc(-c2ccc(Cl)c(Cl)c2)o1 | -8% | -1% | -9%
COc1ccc(-c2[nH]ncc2CNC(C)CCn2cccn2)c(F)c1 (stereo unspecified) | 4% | -1% | -4%
COc1cccc(NC(=O)C2CCC(CNS(=O)(=O)c3ccc4c(c3)CC(C)N4C(C)=O)CC2)c1 (stereo unspecified) | 23µM* | -7%&-15% | 18µM*
Cc1c(NC(=O)c2ccc(C(C)(C)C)cc2)cccc1[N+](=O)[O-] | 16µM* | -7% | 21µM*
CCN(CC)C(=O)NC1CC2CCCC(C1)N2Cc1ccccc1 (stereo unspecified) | -19% | -1% | -5%
CCCCC(C(=O)NC1CCCC1)N(C(=O)c1snc(C(N)=O)c1N)c1ccc(F)cc1 (stereo unspecified) | ? | -5% | ?
C=CCNC(=O)c1onc(CSc2cc(C)cc(C)c2)c1C(=O)O | -13% | -2% | -23%
CCn1nc(C(=O)NC2=NCCS2)c2ccccc2c1=O | -17% | 7% | -12%
Cc1cc(C)cc(NC(=O)C(=O)NCC2CCCO2)c1 (stereo unspecified) | 6% | -4% | -15%
O=C(C1CCCCN1S(=O)(=O)c1ccc(F)cc1)N1CCN(c2ccccc2F)CC1 (stereo unspecified) | -26% | -6% | ?
CC(C)CC1(C)NC(=O)N(CC(=O)Nc2ccc3c(c2)OCCO3)C1=O (stereo unspecified) | 7% | -2% | -5%
O=C(O)c1ccc(CNCc2ccccc2Cl)cc1 | -1% | ? | -16%
CC(=O)Nc1cccc([N+](=O)[O-])c1 | -2% | 2% | 1%
Cc1cc2nc(-c3ccc(NC(=O)c4cccnc4)cc3)oc2cc1C | ? | -1% | ?
Cn1c(=O)oc2cc(S(=O)(=O)CCC(=O)Nc3ccccc3)ccc21 | -2% | -19% | 13%
CCCCCCCCCCCCCCCCOC[C@H](COP(=O)([O-])OCC[N+](C)(C)C)OC(=O)NC | ? | 29% | ?
CCOc1ccc(CCNC(=O)c2cc3c(C)nccc3[nH]c2=O)cc1OCC | 12µM* | -7% | 13µM*
O=C1N=C(c2ccccc2)C(c2ccccc2)N1 (stereo unspecified) | ? | -11% | -21%
Cc1cccc(C(=O)OCC(=O)NCC2CCCO2)c1O (stereo unspecified) | -20% | -4% | 3%
CC(=O)N1CCc2c(sc3c2c(=O)n(-c2ccccc2)c(=O)n3CC(=O)c2ccc(F)cc2)C1 | -4% | -2% | ?
O=C(Nc1cccc(-c2cn3cccnc3n2)c1)c1ccc2c(c1)OCO2 | -18% | ? | ?
O=C(/C=C/Nc1ccc(S(=O)(=O)Nc2ncccn2)cc1)c1cccs1 | -28% | -12% | -23%
COc1ccc(C(=O)/C=C(/C)N(C)C)cc1 | -2% | -14% | -13%
CCOc1ccc(/C=N/NC(=O)CN2CCSCC2)cc1 | 5% | -3% | 8%

Given field by field: part of the list above
smiles: O=C(NCc1ccccc1Cl)c1ccc[nH]1
  TDP1 cell CPT: -7% | GCN5L2 inh: 2% | TDP1 cell noCPT: ?

smiles: Cc1ccc(NC(=O)CN2C(=O)NC3(CCc4ccccc43)C2=O)cc1S(=O)(=O)N1CCCCC1 (stereo unspecified)
  TDP1 cell CPT: ? | GCN5L2 inh: -3% | TDP1 cell noCPT: ?

Single records, as listed above. Order of screens: TDP1 cell CPT | GCN5L2 inh | TDP1 cell noCPT
Profile of O=C(/C=C/Nc1ccc(S(=O)(=O)Nc2ncccn2)cc1)c1cccs1 : -28% | -12% | -23%
Profile of Cc1cc(C)cc(NC(=O)C(=O)NCC2CCCO2)c1 (stereo unspecified) : 6% | -4% | -15%
Profile of CCCCC(C(=O)NC1CCCC1)N(C(=O)c1snc(C(N)=O)c1N)c1ccc(F)cc1 (stereo unspecified) : ? | -5% | ?

(further entries)
SMILES | TDP1 cell CPT | GCN5L2 inh | TDP1 cell noCPT
COc1ccc(C(C(=O)Nc2ccc3c(c2)OCCO3)n2c(=O)c(-c3cc4ccccc4[nH]3)nc3ccccc32)cc1 (stereo unspecified) | ? | nt | ?
Cc1ccc2c(=O)cc(C(=O)Nc3ccc(S(=O)(=O)N(C)Cc4ccccc4)cc3)oc2c1 | ? | -5% | ?
Cc1ccccc1Cn1cc(NC(=O)c2cc(-c3ccc(Cl)cc3)on2)cn1 | ? | -7% | -26%
Cc1ccc2nc(NC(=O)CNS(=O)(=O)c3ccc(Br)s3)sc2c1 | -27% | 9% | -28%
Cc1ccc(C)c(N2CCN(S(=O)(=O)c3ccc(C(=O)N(C)C)s3)CC2)c1 | 18µM* | -1% | 16µM*
COc1ccc(C(=O)Nc2cc([N+](=O)[O-])ccc2N2CCCC2)cc1 | 7% | -5% | -13%
CNC(=O)c1cccc(NC(=O)C(C)c2ccc3cc(OC)ccc3c2)c1 (stereo unspecified) | ? | -3% | ?
CCOCCCNC(=O)C(NC(=O)c1ccccc1O)c1ccc(C)cc1 (stereo unspecified) | 0% | -2% | -21%
COCc1c(C(=O)N2CCCCC2c2cccnc2)cnn1-c1ncc2c(n1)-c1ccccc1CCC2 (stereo unspecified) | -12%[9.04 µM] | nt | ?
O=C1CN(C(=O)COC(=O)CCSc2ccccc2Cl)c2ccccc2N1 | 10% | -2% | -21%
Cc1cc(C)c(CN2CCC(n3nccc3NC(=O)CCOc3ccccc3)CC2)cc1C | ? | -3% | ?

An excerpt (hit frequency here may not be typical).
